# From PubChem BioAssay
# TEAD-YAP block: TEAD-YAP interaction inhibition. inhibition, % at 9.12 µM. HEK-TIYL cells, TEAD-Gal4/YAP UAS-luciferase luminescence. AID 1259422. 640,000 compounds, 1.4% hits; in the data active = inhibition above about 32%;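 note: 0% = median of test compound wells and 100% = reference inhibitor wells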
# MITF inh: human MITF inhibition, primary screen; 650,000 compounds, 0.91% hits; inhibition, % at 2.6 µM; O75030; AlphaScreen MITF homodimerization, bead proximity signal; in the data active = inhibition above about 50%;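 note: 0% = vehicle wells with protein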
# GPR151 ag: activators of human GPR151; Q8TDV0; PathHunter beta-arrestin GPR151 cells, luminescence; 650,000 compounds, 1% hits; activation, % at 11.2 µM; in the data active = activation above about 4.9%;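 note: 0% = median of compound wells and 100% = cells with positive control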
# Target sequence (Q8TDV0 whole entry, looked up): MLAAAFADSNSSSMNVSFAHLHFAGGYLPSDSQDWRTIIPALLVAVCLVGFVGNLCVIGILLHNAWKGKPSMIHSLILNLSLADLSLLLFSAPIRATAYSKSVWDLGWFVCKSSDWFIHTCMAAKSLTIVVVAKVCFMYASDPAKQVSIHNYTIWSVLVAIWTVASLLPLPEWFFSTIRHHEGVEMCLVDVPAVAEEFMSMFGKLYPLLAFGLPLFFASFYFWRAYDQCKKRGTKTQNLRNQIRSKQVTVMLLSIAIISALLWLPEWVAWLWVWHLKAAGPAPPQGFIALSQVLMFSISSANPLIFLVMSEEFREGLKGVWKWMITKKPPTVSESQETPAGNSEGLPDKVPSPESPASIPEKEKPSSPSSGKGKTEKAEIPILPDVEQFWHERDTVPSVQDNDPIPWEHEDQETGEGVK
# FBW7 act: human FBW7 E3 ligase activation, primary screen. AlphaScreen FBW7–phospho-cyclin E peptide binding, activator screen. normalized activity (activation), % at 26.1 µM. 650,000 compounds, 0.13% hits; in the data active = normalized activity above about 1.9%;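 note: purified mutant Fbw7 with reduced substrate affinity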
# Target sequence (Q969H0 whole entry, looked up): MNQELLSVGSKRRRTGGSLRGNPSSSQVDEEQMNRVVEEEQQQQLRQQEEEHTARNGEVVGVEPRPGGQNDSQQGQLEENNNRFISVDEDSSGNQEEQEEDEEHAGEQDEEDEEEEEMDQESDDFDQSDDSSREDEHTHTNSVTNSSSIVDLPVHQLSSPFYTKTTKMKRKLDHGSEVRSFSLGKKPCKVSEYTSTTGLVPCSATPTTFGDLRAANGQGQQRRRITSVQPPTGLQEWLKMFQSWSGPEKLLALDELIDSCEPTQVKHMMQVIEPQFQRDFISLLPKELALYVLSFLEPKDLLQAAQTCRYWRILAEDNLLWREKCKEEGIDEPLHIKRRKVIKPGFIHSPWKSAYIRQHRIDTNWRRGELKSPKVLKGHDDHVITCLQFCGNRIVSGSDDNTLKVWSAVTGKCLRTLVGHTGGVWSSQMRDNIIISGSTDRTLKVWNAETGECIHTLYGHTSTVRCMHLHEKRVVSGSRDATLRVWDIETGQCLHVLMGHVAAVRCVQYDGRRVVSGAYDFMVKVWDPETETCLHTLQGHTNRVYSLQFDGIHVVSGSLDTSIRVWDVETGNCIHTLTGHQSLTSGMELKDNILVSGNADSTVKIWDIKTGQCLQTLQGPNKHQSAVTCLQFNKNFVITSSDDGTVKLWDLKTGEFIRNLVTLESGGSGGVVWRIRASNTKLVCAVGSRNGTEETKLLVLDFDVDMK
# Numbers without * were called inactive; nt = no result given; & = joins results of further samples. The order is random. Share with any hit: about 3.4%.
SMILES,TEAD-YAP block,MITF inh,GPR151 ag,FBW7 act
CCOC(=O)C1=CN(Cc2ccc(F)cc2)C=C(C(=O)OCC)C1c1cc2c(cc1Br)OCO2,-3,-11,-0.1,-0.2
CN(C)c1ccc(-c2cnc3ccc(NCc4ccc5c(c4)OCO5)nn23)cc1,55*,7,-0.4,0.0
COc1cc2nc(-c3ccccc3[N+](=O)[O-])oc(=O)c2cc1OC,5,4,0.2,0.2
Oc1ccc(F)cc1C1=NNC(c2cc(Cl)cc3c2OCOC3)C1 (centres undefined),-10,-2,0.2,-0.2
CC(C)NC(=O)CSc1nnc2c3cc(Br)ccc3n(C)c2n1,2,0,-0.5,0.0
COc1cc(/C=C/c2ccncc2)ccc1OC(=O)c1ccc(Br)o1,-25,5,-4.4,-0.2
COc1ccc(Nc2cc(C)c3cc(NC(=O)c4ccccn4)ccc3n2)cc1,-2,4,2.7,0.6
CCCN(CCC)c1nc2c(cc1C#N)COC(C)(C)C2,11,-9,0.3,0.0
Cc1ccccc1C(=O)Nc1nnc(-c2ccccc2Cl)o1,-21,2,-0.8,0.1
CN(C)c1ccc(C2CC(c3ccc([N+](=O)[O-])cc3)=NO2)cc1 (centres undefined),-14,8,0.2,-0.1
COc1ccc(O)c(/C=N/NC(=O)c2cccc(NC(=O)c3ccc(C)cc3)c2)c1,30,1,-0.9,-0.1
CN(CCCC(=O)O/N=C(\N)c1ccncc1)S(=O)(=O)c1ccc([N+](=O)[O-])cc1,5,-6,-0.7,-0.4
COC(=O)c1ccc2c(=O)n(NC(=O)c3ccccc3)c(=S)[nH]c2c1,0,8,2.6,0.0
CCOc1cc(C(=O)NC)cc(Br)c1OCc1ccccc1,2,-5,1.4,-0.1
COc1ccc(C(=O)Nc2cc(C)nn2-c2nc(-c3ccc(OC)c(OC)c3)cs2)cc1,-13,-12,1.4,-0.1
CCn1nc(C)c(CN2CCC(n3nccc3NC(=O)CCCc3ccccc3)CC2)c1C,-5,10,-1.1,-0.1
CC(=O)C1C(=O)c2c(cccc2[N+](=O)[O-])C1=Nc1ccc([N+](=O)[O-])cc1 (centres undefined),16,-10,-0.3,-0.2
COc1ccc(Br)cc1CN1CCC(O)CC1,-5,23,-1.0,0.0
CC(C)S(=O)(=O)NCc1nnc2n1CCN(Cc1ccc3c(c1)OCO3)CC2,9,-1,1.4,0.0
NC(=O)COC(=O)/C=C/c1cccc(Br)c1,2,-11,-0.4,0.0
O=C1N(Cc2cccc(Cl)c2)C[C@@H]2C[C@@H](c3cccn3-c3cccnc3)N3CCC[C@@]123,12,9,-0.5,-0.1
CC(=O)Nc1ccc(NC(=O)c2cncc(-c3csc4ccccc34)c2)cc1,-7,9,-1.0,0.3
COC(=O)c1ccc(CN2CCOCC2)o1,10,5,-1.3,0.1
N#Cc1ccc(OCC(=O)Nc2nc(-c3ccccn3)cs2)cc1,20,65*,-0.5,-1.3
O=C(CCSc1ccccc1)Nc1ccc(S(=O)(=O)N2CCOCC2)cc1,2,22,0.0,0.1
CCOc1ccc(/C=N/Nc2nc(C)cc(C)n2)cc1,-16,-15,0.6,-0.4
Cc1c(C(=O)Nc2ccccc2F)sc2ncnc(N3CCCCC3C)c12 (centres undefined),-3,9,0.9,0.1
O=C1c2ccccc2C(=O)N1c1nc(-c2cccs2)cs1,-6,6,-0.3,-0.1
CCCNc1cc(C)nc(NCC)n1,4,-12,-0.5,0.1
COc1ccc2c(c1)C(=O)C(OC(=O)N[C@H]1CCCc3ccccc31)[C@@H](c1ccc(OC)c(Br)c1)O2 (some centres undefined),nt,-12,0.7,-0.2
CCCCn1c(=S)[nH]c2ccccc21,6,3,2.2,2.0*
Cc1cc(C)c(S(=O)(=O)N2CCCOC2CNC(=O)C(=O)NCC(C)C)c(C)c1 (centres undefined),-8,-4,0.6,-0.1
CNS(=O)(=O)c1ccc(OC)c2ccccc12,-2,0,0.6,0.0
O=C(C1CCN(c2ccc(N3CCOCC3)nn2)CC1)N1CCc2ccccc2C1,4,11,1.3,0.3
Cc1ccc(CN2C(=O)CSc3ccc(C(=O)NCCC4=CCCCC4)cc32)cc1,-17,-7,-1.8,-0.1
CN1CCN(c2cc3c(cc2F)c(=O)c(C(=O)O)cn3CCF)CC1,0,-2,-0.2,0.0
COC(=O)c1ccc(NC(=O)/C(=C\c2ccc(OC)cc2)NC(=O)c2ccccc2OC)cc1,3,7,-0.3,0.2
COc1ccc([N+](=O)[O-])cc1Nc1nc(-c2ccccc2F)nc2ccccc12,7,16,0.6,0.0
COc1ccc(-c2nc(CSCC(=O)NCCCN3CCCC3=O)c(C)o2)cc1,4,15,0.1,0.1
COc1ccc2nc(NCCNC(=O)Nc3ccc(F)cc3F)c(C#N)cc2c1,-5,-7,-1.1,0.0

# Fetched by structure from the list above, five records:
SMILES,TEAD-YAP block,MITF inh,GPR151 ag,FBW7 act
COC(=O)c1ccc2c(=O)n(NC(=O)c3ccccc3)c(=S)[nH]c2c1,0,8,2.6,0.0
O=C(C1CCN(c2ccc(N3CCOCC3)nn2)CC1)N1CCc2ccccc2C1,4,11,1.3,0.3
COc1ccc(O)c(/C=N/NC(=O)c2cccc(NC(=O)c3ccc(C)cc3)c2)c1,30,1,-0.9,-0.1
CC(C)S(=O)(=O)NCc1nnc2n1CCN(Cc1ccc3c(c1)OCO3)CC2,9,-1,1.4,0.0
CCOC(=O)C1=CN(Cc2ccc(F)cc2)C=C(C(=O)OCC)C1c1cc2c(cc1Br)OCO2,-3,-11,-0.1,-0.2

# Other compounds follow:
SMILES,TEAD-YAP block,MITF inh,GPR151 ag,FBW7 act
Cc1cc2nn(-c3ccccc3)nc2cc1NC(=O)c1ccccc1F,-1,-3,0.3,0.0
Cc1cc(N2C(=O)C3C4CCC(C4)C3C2=O)c(C)cc1Br (centres undefined),8,2,-1.3,0.1
O=C1N[C@H](Cc2ccccc2)C(=O)N2CCN(C(=O)c3ccc(OC(F)(F)F)cc3)C[C@H]12,-9,4,-0.6,-0.1
Cc1ccc(S(=O)(=O)c2cc3c(=O)n4cccc(C)c4nc3n(C3CCCC3)c2=N)cc1,5,13,0.1,0.1
COc1cc2ccccc2cc1C(=O)N=c1sc2cccc(OC)c2n1C,-9,-1,0.0,0.3
Cc1ccc(C(=O)O/C(=C/c2nccn2Cc2ccccc2)c2ccc(C)cc2)cc1,-13,7,3.5,-0.2
N#C/C(=C\c1ccc(N2CCOCC2)cc1)S(=O)(=O)c1ccc(Cl)cc1,-8,19,-2.0,0.6
Cc1cc(F)ccc1NC(=O)CCNS(=O)(=O)c1ccc(Cl)c([N+](=O)[O-])c1,2,3,3.5,-0.1
CC(N)C12CC3CC(CC(O)(C3)C1)C2 (centres undefined),4,0,0.1,-0.1
CCc1nc2ccccc2n2cc3c(=O)n(C)c(=O)n(C)c3c12,10,15,-1.0,-0.1
CCCS(=O)(=O)N1CCN(S(=O)(=O)c2ccccc2[N+](=O)[O-])CC1,-19,-9,-0.9,-0.1
Cc1cc(-c2ccc(NC(=O)C3CC34CCC4)c(C)c2)ccc1NC(=O)C1CC12CCC2 (centres undefined),-7,25,0.0,1.3
O=C(COc1ccc([N+](=O)[O-])cc1)NCCC1=CCCCC1,-1,-10,1.7,0.1
COC(=O)CN1C(=O)S/C(=C/c2ccc(Cl)cc2Cl)C1=O,-15,9,1.9,-0.1
CCN(CC)c1nc2cc(C)ccc2cc1/C=C(\C#N)C(N)=O,3,16,-0.9,0.6
CCOC(=O)c1c(NC(=S)NC(=O)c2ccccc2Cl)sc(C)c1C,7,-1,2.1,-0.2
CC(CN1CCC2(CCC(CNC(=O)c3ccco3)O2)CC1)c1ccccc1 (centres undefined),-11,5,2.2,0.0
COc1cccc(C(=O)N2CCN3C(=O)[C@H](CC(C)C)NC(=O)[C@H]3C2)c1,13,6,-0.3,0.1
CN(C)CCCNC(=O)c1cc(Cl)ccc1Cl,0,6,0.5,0.2
CCc1nn(CC(=O)N(CC)Cc2ccco2)c(=O)c2cc3sccc3n12,-1,-3,-0.7,0.0
O=C(NNC(=O)c1ccccc1C(=O)O)c1cccc(Cl)c1,-68,-10,3.2,0.4
COc1ccc(-c2noc(CC(=O)Nc3cccc(C#N)c3)n2)cc1,15,2,2.1,0.1
CCOC(=O)C1CCC(CN(Cc2c(Cl)cccc2Cl)S(=O)(=O)c2ccc(F)cc2)CC1 (centres undefined),9,0,-0.5,0.0
NC(=O)C1CCN(C(=O)c2ccc([N+](=O)[O-])o2)CC1,13,7,-0.7,0.8
c1cncc(-n2cccc2CN2CCOc3ccc(CN4CCOCC4)cc3C2)c1,8,11,0.7,0.1
CCCCCn1c(NC2CCCCC2)nc2c1c(=O)[nH]c(=O)n2C,-7,2,1.1,-0.2
Cc1nc2ccc(C(=O)O)cc2nc1C,1,4,-0.9,0.0
O=C(O)c1cccc(NC(=O)c2ccc(Cl)c(S(=O)(=O)N3CCOCC3)c2)c1,-8,-4,-4.2,-0.1
CCN(CCNC(=O)CCn1nc(-c2ccccc2)ccc1=O)c1ccccc1,-2,9,-1.1,0.0
O=C(NCCCc1ccccc1)NCCN1CCN(c2ccccc2F)CC1,8,4,0.9,-0.2
N#C/C(=C\c1ccco1)c1nc2ccc(Cl)cc2c(=O)[nH]1,3,1,-2.0,-0.1
CCCNc1nc(Nc2ccc3ncccc3c2)nc2c1ncn2Cc1ccc(C(F)(F)F)cc1,-15,-3,-1.4,0.0
Cc1ccccc1/C=N/NC(=O)c1ccccc1C,-43,2,2.9,0.0
COc1ccc(N(CC(=O)N2CCc3ccccc32)S(=O)(=O)c2cccnc2)cc1,11,2,4.7,-0.1
O=C(CSc1nccn1Cc1ccc(Cl)cc1)Nc1nccs1,-5,0,0.2,0.1
CCCCSc1nc2c(c(=O)n1C1CCOC(C)(C)C1)C1(CCCCC1)Cc1ccccc1-2 (centres undefined),-5,-5,1.2,-0.2
CCC(NS(=O)(=O)c1ccc(OC)cc1)C(=O)NC1CCCCC1C (centres undefined),-9,-2,-1.0,0.1
COc1ccc(CNC(C)C2CC3CCC2C3)cc1 (centres undefined),0,30,-1.3,-0.3
CCOc1ccc(N2CC(C(N)=O)CC2=O)cc1 (centres undefined),5,2,0.0,-0.2
CC(C)c1ccc(/C=N/NC(=O)C(=O)Nc2ccccn2)cc1,0,-9,0.0,0.0
CCOc1cc(CNCc2cccnc2)cc(Cl)c1OC,-1,9,-0.3,-0.1
CCOC(=O)C1=C(C)NC(C)=C(C(=O)OCC)C1c1ccc(OCC(N)=O)cc1,-11&4,15&3,0.5&-0.8,0.5&0.0
CCOC(=O)C(=O)C(C#N)c1nc(C)cs1 (centres undefined),-3,-1,-1.3,0.0
Cc1cc(NCCc2ccc(O)cc2)nc(Nc2ccc3ncccc3c2)n1,8,-4,0.5,-0.1
Cc1cccc2c(Nc3ccc4c(c3)OCO4)nc(CN(C)Cc3ccccn3)nc12,-8,-1,-0.7,-0.2
CC(C)CCNC(=O)c1c[nH]c2ccc(S(=O)(=O)N(C)c3ccc(F)cc3)cc2c1=O,4,-1,1.0,-0.1
Cc1ccc(-n2cc(C(=O)N3CCC4(CC3)OCCO4)c3ccccc3c2=O)cc1C,-1,-3,1.5,-0.1
O=C(CSc1nc(=O)n(CCN2CCOCC2)c2c1CCCC2)N1CCCc2ccccc21,13,7,0.6,-0.1
O=C(NC1CCCC1)c1coc2nc3ccccc3nc12,1,4,-3.0,0.0
COc1ccc(C(=O)Nc2nc(-c3ccc(OC)cc3)c(-c3ccc([N+](=O)[O-])cc3)s2)cc1,-11,-13,-1.1,0.0
O=C(COc1ccc2ccccc2c1)Nc1c2c(nn1-c1ccc(Cl)cc1)CSC2,-8,3,-1.2,-0.1
c1ccc(-c2ccc(SCc3cccnc3)nn2)nc1,-29,85*,-2.6,-1.7
CC(NC(=O)COc1ccccc1C(N)=O)c1ccc(Cl)cc1Cl (centres undefined),3,-3,0.8,0.1
O=C(c1ccccc1)N1CCN(CC(O)COc2cccc(Cl)c2)CC1 (centres undefined),3,-18,-0.9,0.1
Cc1ccc(-n2nnc3c(SCC(=O)Nc4ccc5c(c4)OCCO5)ncnc32)cc1,-2,0,0.2,-0.1
COC(=O)c1ccc(/C=C2\N=C(c3ccc(C)c([N+](=O)[O-])c3)OC2=O)cc1,-6,7,-0.5,0.2
COc1ccc(CCC(=O)NCC2CCC3(CCN(C(C)C)CC3)O2)cc1 (centres undefined),-7,-2,-0.2,0.0
Cc1ccc(C(=O)N2CCN3C(=O)[C@@H]4CCCN4C(=O)[C@H]3C2)cc1F,4,4,0.2,-0.1
O=C1COc2cc(S(=O)(=O)NCCCN3CCN(C4CCCCC4)CC3)ccc2N1,2,2,-0.8,0.6
CCOc1ccc(C(=O)Nc2c3c(nn2-c2ccc([N+](=O)[O-])cc2)CSC3)cc1,4,5,-1.6,-0.1
COc1ccc(NS(=O)(=O)c2cnc[nH]2)cc1OC,1,7,0.2,-0.1
Cc1ccc(Cl)cc1NC(=O)CSc1nnc(-c2ccco2)o1,-5,15,-0.2,0.2
Cc1cc(=O)[nH]c(N2C(=O)c3ccccc3C2=O)n1,-9,-11,-0.4,0.5

# Exported with values under each structure: part of the list above.
# The line under a structure holds: TEAD-YAP block | MITF inh | GPR151 ag | FBW7 act
Cc1ccc(C(=O)N2CCN3C(=O)[C@@H]4CCCN4C(=O)[C@H]3C2)cc1F
→ 4 | 4 | 0.2 | -0.1
CC(NC(=O)COc1ccccc1C(N)=O)c1ccc(Cl)cc1Cl (centres undefined)
→ 3 | -3 | 0.8 | 0.1
O=C(CSc1nc(=O)n(CCN2CCOCC2)c2c1CCCC2)N1CCCc2ccccc21
→ 13 | 7 | 0.6 | -0.1
COc1ccc(C(=O)Nc2nc(-c3ccc(OC)cc3)c(-c3ccc([N+](=O)[O-])cc3)s2)cc1
→ -11 | -13 | -1.1 | 0.0
COC(=O)c1ccc(/C=C2\N=C(c3ccc(C)c([N+](=O)[O-])c3)OC2=O)cc1
→ -6 | 7 | -0.5 | 0.2
